Tau FP inhib: qHTS for Inhibitors of Tau Fibril Formation, Fluorescence Polarization; Microtubule-associated protein tau (Homo sapiens), P10636; K18 P301L tau heparin fibrillization, Alexa594 FP, 6 h; Potency, µM (top dose mostly 57.7 µM), for inactives: at the top dose activity, negative = inhibition, usual class: inhibitors; 280,000 tested, 0.39% active; AID 1468, 2008; note: % is set by controls: 0 for no effect and ±100 for the full control effect; nearly all actives have a fitted effect of over 55% in size
Target sequence (P10636 561-689 P618L limits assumed): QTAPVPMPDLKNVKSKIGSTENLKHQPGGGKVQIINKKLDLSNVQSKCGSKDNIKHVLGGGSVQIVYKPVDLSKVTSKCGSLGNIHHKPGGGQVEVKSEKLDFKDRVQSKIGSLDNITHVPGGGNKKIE
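Steps: dispense K18 P301L tau (15 uM plus 0.24 uM Alexa 594 tracer, final) in pH 7 sodium acetate; add compound; add heparin (20 uM final); incubate 6 hr, 37 C; add ThT (30 uM final); after 1 hr ambient, read FP.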
SMN2 splice up: qHTS Assay for Enhancers of SMN2 Splice Variant Expression. HEK293 SMN2-luciferase splicing reporter, luminescence, 30-36 h. Potency, µM (titrated, usually from 46.1 µM), for the others: at the highest dose activity change, positive = activation, actives largely listed as activators. 210,000 tested, 2.8% active. AID 1458, 2008; note: % of control where 0% means no effect; nearly all actives have a fitted effect of over 55% in size
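qHTS luciferase splicing reporter: luminescence rises when SMN2 exon 7 is included in transfected HEK293 cells. Compound exposure lasted 30-36 h at 37C, with 4.5 mM final sodium butyrate as control, followed by a ONE-Glo read.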
KDM4E inh: qHTS Assay for Inhibitors of Human Jumonji Domain Containing 2E (JMJD2E). JMJD2E catalytic domain, FDH-coupled NADH fluorescence (FDH is formaldehyde dehydrogenase). Potency, µM (titrated, usually from 57.1 µM), inactives show at the top dose activity change, negative = inhibition, most hits filed as inhibitors. 230,000 tested, 1.6% active; active = well fitted inhibition curve with a large enough effect, not every such curve was filed as active; inconclusive = small, poorly fitted or top-dose-only effect, or another doubt; inactive = no such curve, though single readings can be large or run the other way;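 note: 0% = wells with enzyme and -100% = buffer wells without enzyme; nearly all actives have a fitted effect of over 50% in size; many of its hits are not listed in these tables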
Target sequence (B2RXH2 1-337 limits assumed): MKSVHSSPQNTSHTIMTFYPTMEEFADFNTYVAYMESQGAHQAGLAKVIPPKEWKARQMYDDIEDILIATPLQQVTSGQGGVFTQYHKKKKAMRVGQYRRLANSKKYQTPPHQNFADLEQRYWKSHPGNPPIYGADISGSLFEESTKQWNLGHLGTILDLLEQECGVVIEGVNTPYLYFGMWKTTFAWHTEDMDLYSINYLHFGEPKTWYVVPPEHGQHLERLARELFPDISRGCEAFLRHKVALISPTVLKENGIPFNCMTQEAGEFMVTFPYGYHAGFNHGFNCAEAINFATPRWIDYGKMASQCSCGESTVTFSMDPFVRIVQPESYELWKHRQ
ALDH1A1 inh: qHTS Assay for Inhibitors of Aldehyde Dehydrogenase 1 (ALDH1A1). Aldehyde dehydrogenase 1A1 (Homo sapiens), P00352. Purified ALDH1A1, NADH fluorescence, propionaldehyde substrate. Potency, µM (doses to about 75.3 µM), without a hit: at the highest dose activity, negative = inhibition, hits mostly inhibitors. 220,000 tested, 7.3% active; active = well fitted inhibition curve with a large enough effect, not every such curve was filed as active; inconclusive = small, poorly fitted or top-dose-only effect, or another doubt; inactive = no such curve, though single readings can be large or run the other way;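 note: plate controls were no enzyme wells and a reference inhibitor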
Target sequence (P00352 whole entry, looked up): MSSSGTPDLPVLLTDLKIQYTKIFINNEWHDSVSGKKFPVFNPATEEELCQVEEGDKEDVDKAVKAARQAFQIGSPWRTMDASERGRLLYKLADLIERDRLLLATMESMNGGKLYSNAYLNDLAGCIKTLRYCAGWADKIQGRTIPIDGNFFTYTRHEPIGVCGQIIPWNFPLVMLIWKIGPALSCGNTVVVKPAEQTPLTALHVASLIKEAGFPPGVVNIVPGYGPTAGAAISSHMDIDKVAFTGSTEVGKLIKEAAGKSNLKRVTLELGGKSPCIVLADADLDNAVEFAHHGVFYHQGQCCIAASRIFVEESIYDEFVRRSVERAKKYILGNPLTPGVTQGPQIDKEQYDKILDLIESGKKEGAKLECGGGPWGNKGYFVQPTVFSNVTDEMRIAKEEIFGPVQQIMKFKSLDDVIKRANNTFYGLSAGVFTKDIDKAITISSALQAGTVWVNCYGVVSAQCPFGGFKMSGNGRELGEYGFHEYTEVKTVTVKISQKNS
HTT cytoprotect: qHTS Multiplex Assay to Identify Dual Action Probes in a Cell Model of Huntington: Cytoprotection (ATP); PC12 HTT-Q103 induced, cytoprotection, ATP luminescence, 40 h; Potency, µM (highest dose often 56.4 µM), for inactives: cytoprotection (ATP increase), actives largely listed as activators; 230,000 tested, 0.14% active;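 note: % of control where 0% means no effect; nearly all actives have a fitted effect of over 45% in size; toxic huntingtin expression switched on by the ecdysone agonist tebufenozide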
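Compounds added alongside 100 nM tebufenozide, which induces toxic Q103 huntingtin exon 1-GFP in stable PC12 cells; surviving cells quantified by luminescent ATP measurement. Medium: phenol red-free DMEM, 5% equine and 5% calf serum.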
HttQ103 aggreg: qHTS Multiplex Assay to Identify Dual Action Probes in a Cell Model of Huntington: Aggregate Formation (GFP); Potency, µM (top dose mostly 46.1 µM), without a hit: at the top dose activity change, negative = inhibition, most hits filed as inhibitors; 220,000 tested, 1.1% active; PC12 HttQ103-GFP aggregates, Acumen cytometry, 40 h; AID 1688, 2009; note: % is set by controls: 0 for no effect and ±100 for the full control effect; nearly all actives have a fitted effect of over 60% in size
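Read-out: GFP aggregate count by laser scanning cytometer (488 nm excitation, 500-530 nm emission, 1–25 µm objects >6 SD above background). Cells: PC12, inducible HTTex1-Q103-GFP, 100 nM tebufenozide; compounds titrated.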
Tau ThT inhib: qHTS for Inhibitors of Tau Fibril Formation, Thioflavin T Binding; Microtubule-associated protein tau (Homo sapiens), P10636; Potency, µM (series often up to 57.4 µM), for inactives: top-dose activity, negative = inhibition, hits mostly inhibitors; 270,000 tested, 2.1% active; recombinant tau K18 P301L, heparin-induced fibrillization, ThT fluorescence; note: % is set by controls: 0 for no effect and ±100 for the full control effect; nearly all actives have a fitted effect of over 55% in size
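ThT emission at 510 nm, taken 1 hr after adding 30 uM dye, quantifies aggregates formed when 20 uM heparin acts on human tau K18 P301L for 6 hr at 37 C.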
Tau fluor counter: Counterscreen qHTS for Inhibitors of Tau Fibril Formation, Fluorescence Polarization. tau K18 P301L (four-repeat tau fragment) Alexa594 fluorescence, heparin fibrillization. Potency, µM (series often up to 57.7 µM), for the others: at the top dose activity change, negative = decrease. 280,000 tested, 0.93% active. AID 1463, 2008; note: % is set by controls: 0 for no effect and ±100 for the full control effect; nearly all actives have a fitted effect of over 55% in size
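Human K18 P301L tau (15 uM unlabeled plus 0.24 uM Alexa 594-labeled, final) in 100 mM sodium acetate pH 7 was mixed with compound and 20 uM heparin and incubated 6 hr at 37 C.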
* hit, by the source's call; ? = inconclusive; · = no result given; [ ] = dose if it differs, or a comment. Unless noted, calls come from the whole dose curve; as a rule, active = well fitted curve in the direction sought with a large enough effect; inconclusive = small, poorly fitted or top-dose-only effect, or another doubt; inactive = no such curve, though single readings can be large; an effect the other way counts as inactive or inconclusive. Potency is the fitted concentration of half-maximal effect. These rows are one share of the data (hit frequency here may not be typical).

smiles | Tau FP inhib | SMN2 splice up | KDM4E inh | ALDH1A1 inh | HTT cytoprotect | HttQ103 aggreg | Tau ThT inhib | Tau fluor counter
CCOC(=O)C(C)Oc1cccc2c(=O)n(CC(=O)N3CCCc4ccccc43)ccc12 (stereo unspecified) | 3% | -21% | 3% | 20µM* | 5%[10 µM] | 5% | -13% | -6%
Cc1ccc(-n2ncc3c(NCc4cccnc4)ncnc32)c(C)c1 | 2% | -84%[inhibitor] | 5% | ? | · | -8% | 6% | -4%
CO/N=C(\C(=O)N[C@@H]1C(=O)N2C(C(=O)O)=C(COC(C)=O)CS[C@@H]12)c1csc(N)n1 | · | -7%[20.6 µM] | -6%[25.5 µM] | -4%[20.9 µM] | ? | 10% | · | ·
Cn1c(SCC(=O)N2CCCCC2)nc2c([nH]c3ccccc32)c1=O | 9% | 12% | 5% | ? | -28% | ? | -16% | -17%
CCN(CC)S(=O)(=O)c1cccc(C(=O)Nc2ccccc2)c1 | 0% | -30%[inhibitor] | 3% | -7% | 9%[10 µM] | -13% | -6% | -8%
Cc1ccc(CNC(=O)CCCCn2c(=O)c3ccccc3n(Cc3c(C)cc(C)cc3C)c2=O)cc1 | 5% | -7% | · | · | · | · | -3% | 1%
COc1ccc(CC(=O)Nc2sc3c(c2C(=O)Nc2cccc(C)c2)CCCCC3)cc1 | -9% | -8% | · | · | · | · | -8% | -6%
COC(=O)c1sc2ncccc2c1OCc1ccc(Cl)cc1 | -12% | -11% | ? | -9% | 14% | 12% | -1% | -6%
COc1ccc(S(=O)(=O)N(CCC(N)=O)Cc2ccco2)cc1OC | 5% | · | -1% | · | 16%[10 µM] | -19%[9.22 µM] | -2% | 3%
Cc1cc(CNC(=O)Cn2cc([N+](=O)[O-])cn2)c2ccccc2n1 | 2% | -12% | 5% | 13% | -34%[inhibitor] | 10% | 0% | 1%

Additional compounds follow:
smiles | Tau FP inhib | SMN2 splice up | KDM4E inh | ALDH1A1 inh | HTT cytoprotect | HttQ103 aggreg | Tau ThT inhib | Tau fluor counter
O=C(NC1CC1)C1CCN(C2CCN(C(=O)CSc3ccccc3)CC2)CC1 | -5% | · | -10% | · | 12%[10 µM] | -8%[9.22 µM] | -14% | -15%
Cc1ccc(C)c(-n2c(CNC(=O)c3ccco3)nnc2SCC(=O)Nc2nccs2)c1 | 12% | -18% | -3% | 1% | 29% | -9% | -7% | 2%
O=C(NCc1ccc(F)cc1)c1noc2c1CCCC2 | 1% | 4% | 7% | ? | -2% | 27% | -1% | 1%
CCOC(=O)c1c(C)[nH]c(C2=NNC(=NC(C)COC)SC2)c1C (stereo unspecified) | 4% | 3.2µM* | -14% | 10µM* | -95%[inhibitor] | -8% | ? | -17%
O=C(NC(Nc1nc2ccccc2s1)(C(F)(F)F)C(F)(F)F)c1ccccc1 | 0% | 23% | 1% | ? | -7% | -15% | -3% | -5%
CCOC(=O)Cc1ccc(NC(=O)NC(C)c2c(-n3cccc3)sc(C)c2C)cc1 (stereo unspecified) | ? | 1% | · | · | · | · | -5% | ?
N#C/C(=C\C1=C(N2CCOCC2)C(=C\c2ccccc2)/CC1)C(=O)Nc1ccccc1F | 25µM* | -42%[inhibitor] | 4% | ? | 7%[10 µM] | 7% | 3.2µM* | ?
COc1ccccc1/C=C/C(=O)N1CCC(c2ccccc2)C1 (stereo unspecified) | 4% | 13µM* | -25% | -6% | 1%[0.074 µM] | 11% | ? | 5%
COC(=O)c1c(NC(=O)c2cccnc2Cl)sc(C(=O)N(C)C)c1C | 0% | 2% | -1% | -14% | 1%[10 µM] | 15% | -8% | -4%
CCC(=O)Nc1nnc(-c2ccc(Cl)s2)o1 | -9% | -9% | ? | -1% | -40%[inhibitor] | 1% | 3% | 3%

Additional results
smiles | Tau FP inhib | SMN2 splice up | KDM4E inh | ALDH1A1 inh | HTT cytoprotect | HttQ103 aggreg | Tau ThT inhib | Tau fluor counter
Cc1nn(-c2ccccc2)c(N2CCCCC2)c1/C=N/NC(=O)c1ccncc1 | 7% | -13% | 2% | ? | 3%[10 µM] | ? | -1% | -12%
O=C(NC1CCCCC1)N1CCC(n2cnc3ccccc32)CC1 | -6% | -14% | -16% | 6% | 1% | 1% | -7% | -5%
Cc1ccc(CNC(=O)CN(c2ccc(Cl)cc2Cl)S(=O)(=O)c2ccccc2)cc1 | -6% | -14% | · | · | · | · | -11% | -22%
O=C(O)C1CCN(S(=O)(=O)c2ccc3c(c2)OCCCO3)CC1 | -2% | 6% | -5% | -13% | 29% | 16% | 3% | 6%
Cc1cccc(NC(=O)C(c2cccc([N+](=O)[O-])c2)N2CCCCC2)c1 (stereo unspecified) | 1% | -13% | 5% | 9% | -9% | -9% | -10% | -16%
O=C(OCCC1Oc2cccnc2NC1=O)c1ccc([N+](=O)[O-])cc1 (stereo unspecified) | 3% | -1% | 6% | 3% | · | 11% | -2% | -2%
CC1CCN(S(=O)(=O)c2cccc(C(=O)N(Cc3ccccc3)c3ccccn3)c2)CC1 | 5% | · | -3% | -12% | -17% | 11µM* | -7% | -14%
Cc1ccc(-c2cc(C(=O)OCC(=O)c3ccccc3)c3cccc(Cl)c3n2)cc1 | ? | -11% | · | · | · | · | 3% | -12%
CC(C)CCc1noc(CN2CCN(CC(=O)NC(C)C)CC2)n1 | 11% | · | 6% | · | -30%[10 µM] | -16%[9.22 µM] | -4% | 0%
Cc1ccc2[nH]c3c(c2c1)CN(C(=O)CN1CCN(Cc2ccc4c(c2)OCO4)CC1)CC3 | 3% | -16% | -8% | ? | 7% | ? | -9% | -7%

(list continues)
smiles | Tau FP inhib | SMN2 splice up | KDM4E inh | ALDH1A1 inh | HTT cytoprotect | HttQ103 aggreg | Tau ThT inhib | Tau fluor counter
CN(CCC(=O)Nc1ccc(Br)cc1)Cc1ccccc1 | 12% | -20% | 0% | -11% | -9% | -1% | -7% | 0%
Cc1cccc(C)c1OCC(=O)Nc1ccc(NC(=O)c2ccco2)cc1 | -2% | · | ? | -11% | -33%[10 µM] | -25%[9.22 µM] | -15% | -17%
COc1ccccc1N=Cc1c(O)c2ccccc2oc1=O | -17% | -20% | -1% | ? | 2%[10 µM] | 3% | -10% | -17%
CC(=O)NC(Cc1ccccc1)C(=O)OCC(=O)c1ccc(F)cc1 (stereo unspecified) | -4% | 4% | -4% | 6% | 9%[0.074 µM] | -12% | 5% | 9%
CC(C)CCn1c(Sc2nc3ccccc3s2)nc2c1c(=O)[nH]c(=O)n2C | -1% | · | 4% | 11µM* | -25%[10 µM] | -4% | ? | -15%
Cc1c(S(=O)(=O)N2CCOCC2)c(=O)n(C)c(=O)n1C | 3% | -9% | 5% | 5% | 12%[10 µM] | 1% | -6% | -3%
CCCCNC(=O)Cn1cnc2ccc(S(=O)(=O)N3CCC(C)CC3)cc2c1=O | 6% | · | -2% | 7% | -11% | 8% | 4% | -4%
Cc1nn(C)cc1CNC(=O)Nc1cccc(Cl)c1 | -4% | ? | -8% | -2% | -43%[inhibitor] | -13% | -6% | -14%
Cc1nn(C)cc1NC(=O)CC12CC3CC(CC(C3)C1)C2 | 7% | -8% | -17% | 9% | ? | 24% | 5% | 17%
O=C(Nc1ccc(Cl)cc1)c1ccc2nsnc2c1 | -9% | 11µM* | ? | -6% | -52%[inhibitor] | -17% | ? | -18%

(cont.)
smiles | Tau FP inhib | SMN2 splice up | KDM4E inh | ALDH1A1 inh | HTT cytoprotect | HttQ103 aggreg | Tau ThT inhib | Tau fluor counter
COc1ccccc1N1CCN(C(=O)c2coc(=O)c(Br)c2)CC1 | 1% | · | ? | ? | 3%[10 µM] | -10%[9.22 µM] | 3% | 8%
CC(=O)Nc1cccc(-n2nnc(SCC(=O)c3ccccc3)n2)c1 | -8% | · | 1% | ? | 10%[10 µM] | -8%[9.22 µM] | -10% | -16%
Cc1cc(C)n(-c2ccc(C(=O)OCC(=O)Nc3ccc(S(=O)(=O)N4CCOCC4)cc3)cc2)n1 | -8% | -3% | 6% | 11% | -14%[10 µM] | 16% | ? | ?
O=C1C(Nc2ccccc2)=C(NS(=O)(=O)c2ccccc2)C(=O)c2ccccc21 | -6% | 8% | 9% | -11% | · | -4% | ? | -28%
CCOC(=O)COc1ccc(/C=C(\C#N)c2nc3ccc(C)cc3[nH]2)cc1OC | ? | 12% | · | · | · | · | ? | -29%
Cc1cc(C(=O)CSc2n[nH]c(N)n2)c(C)n1-c1ccccc1 | 0% | 11µM* | -14% | -1% | -57%[inhibitor] | -19% | -22% | -17%

Source: PubChem
